Source: PubChem
OXTR agonist: human OXTR agonists, primary screen, fluorescence, CHO-OTR cells, Fluo-8 calcium. Oxytocin receptor (Homo sapiens), P30559. activation, % at 3 µM. 320,000 tested, 0.32% active. Fluo-8 calcium fluorescence; normalized: DMSO 0%, oxytocin 100%. AID 2435, 2010;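 active = activation above the mean of all tested compounds plus 3 SD, cutoff set per screening run, cut at about 20% in these data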;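 note: peak over basal fluorescence ratio from a 100 s FLIPR kinetic read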
* hit, by the source's call. Some of the compounds tested, so the mix of outcomes need not match the whole.

`COc1c(O)cc2c(c1O)[C@@H]1O[C@H](CO)[C@@H](O)[C@H](O)C1OC2=O` (stereo partly specified) gave OXTR agonist 0.7.
Screening CCCCCCc1ccc(O)cc1O returned OXTR agonist 0.1.
`CC(=O)Nc1ccccc1` gave OXTR agonist 0.7.
Screening O=C(O)CNC(=O)c1ccccc1 returned OXTR agonist 0.0.
CCCOC(=O)c1ccc(O)cc1 was read as OXTR agonist 3.3.
COc1ccc(/C=C/C(=O)O)cc1 was read as OXTR agonist 0.7.
Screening NNC(=O)CP(=O)(c1ccccc1)c1ccccc1 returned OXTR agonist -0.2.
CC(C)(CO)C(O)C(=O)NCCCO (stereo unspecified) was read as OXTR agonist 0.4.
Screening CC(=O)Nc1ccc(O)cc1 returned OXTR agonist -0.9.
Screening C[C@H]1c2cccc(O)c2C(O)=C2C(=O)[C@]3(O)C(O)=C(C(N)=O)C(=O)[C@@H](N(C)C)C3[C@@H](O)C21 (stereo partly specified) returned OXTR agonist -0.6.
`CCOC(=O)NNc1nncc2ccccc12` gave OXTR agonist 0.4.

3 compounds from above, sorted by formula weight, low to high.
Screening CC(=O)Nc1ccc(O)cc1 returned OXTR agonist -0.9.
Screening CCCCCCc1ccc(O)cc1O returned OXTR agonist 0.1.
`CCOC(=O)NNc1nncc2ccccc12` gave OXTR agonist 0.4.

In the list so far, these contain an aryl methoxy group:
`COc1c(O)cc2c(c1O)[C@@H]1O[C@H](CO)[C@@H](O)[C@H](O)C1OC2=O` (stereo partly specified) gave OXTR agonist 0.7.
COc1ccc(/C=C/C(=O)O)cc1 was read as OXTR agonist 0.7.
